Compound activity deposited in PubChem by several laboratories.
PP1 inh = PP1-alpha (human) inhibition in PP5 counter-screen; 0.9% of 320,000 active; purified PP1alpha, OMFP fluorescence; P62136; inhibition, % at 6.7 µM;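 active = inhibition above the mean inhibition of all tested compounds plus 3 SD, computed separately for each screening campaign, cut at about 15% in these data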
Target sequence (P62136 whole entry, looked up): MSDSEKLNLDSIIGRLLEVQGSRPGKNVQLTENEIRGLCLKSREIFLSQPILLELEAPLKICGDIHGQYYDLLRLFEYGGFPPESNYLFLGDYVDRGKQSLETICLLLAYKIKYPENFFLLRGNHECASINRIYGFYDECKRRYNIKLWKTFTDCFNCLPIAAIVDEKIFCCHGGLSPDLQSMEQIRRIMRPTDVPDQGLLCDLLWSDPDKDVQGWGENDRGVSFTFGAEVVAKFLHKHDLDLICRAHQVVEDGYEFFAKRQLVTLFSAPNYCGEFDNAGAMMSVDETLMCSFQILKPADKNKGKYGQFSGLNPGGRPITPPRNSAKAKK
Efflux pump inh = blocks antifungal efflux pumps in multiplex yeast assay | S. cerevisiae Candida pump triplex, Nile Red efflux | inhibition, % at 10 µM | 0.44% of 330,000 active | AID 485275;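 active = plate passing quality check with inhibition over a set limit, or well fluorescence over plate mean plus 4 SD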;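 note: Nile Red retained in pooled yeast measured as flow cytometry median fluorescence; 0% = buffer negative control and 100% = Enniatin B positive control; higher means more Nile Red kept so more efflux inhibition; some compounds called inactive have numbers as strong as hits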
PP5 inh = PP5 (human) phosphatase inhibition | purified PP5c, OMFP substrate fluorescence | inhibition, % at 6.7 µM | 0.18% of 320,000 active | AID 1987;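 active = inhibition above the campaign's mean inhibition across all tested compounds plus 3 SD, cut at about 9.5% in these data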;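 note: 0% = DMSO only and 100% = 100 µM cantharidin control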
Fh CTSL1 inh = blocks F. hepatica cathepsin L1 in PFM18AAP counter-screen; 0.49% of 300,000 active; AID 1906; inhibition, % at 5.96 µM; recombinant F. hepatica cathepsin L1, Z-Leu-Arg-MCA fluorescence;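 active = inhibition above the mean of all tested compounds plus 3 SD, set per screening campaign, cut at about 17% in these data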;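 note: 0% = plate median of test compound wells and 100% = 1 µM Z-Phe-Ala-diazomethylketone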
proCasp7 act = activates human procaspase-7, counter-screen for procaspase-3 activators | recombinant procaspase-7, Ac-DEVD-pNA absorbance 405 nm; D23A/D198A/D206A triple mutant, cannot self-cleave; scale: DMSO 0, 5 µM enzyme 100 | AID 463210 | activation, % at 8.5 µM | 0.093% of 330,000 active;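 active = percent activation above the screen-wide mean plus 3 SD, cut at about 25% in these data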
Target sequence (P55210 whole entry D23A/D198A/D206A): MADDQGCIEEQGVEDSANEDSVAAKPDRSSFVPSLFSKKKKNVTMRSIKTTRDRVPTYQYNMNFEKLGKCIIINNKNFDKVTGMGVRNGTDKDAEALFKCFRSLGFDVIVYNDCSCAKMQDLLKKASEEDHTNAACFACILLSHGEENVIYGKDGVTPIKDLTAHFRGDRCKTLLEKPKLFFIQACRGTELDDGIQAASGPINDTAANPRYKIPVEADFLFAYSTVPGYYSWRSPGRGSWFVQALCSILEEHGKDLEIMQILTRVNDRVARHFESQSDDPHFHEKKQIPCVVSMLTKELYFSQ
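Assay system: Uncleavable procaspase-7 mutant enzyme / Input: 2 µM procaspase-7 mutant as dispensed / Dosing: single nominal 8.5 µM compound dose, 0.8% DMSO final / Timing: 1 h enzyme–compound preincubation and 2 h substrate reaction, both 25 °C / Detection: p-Nitroaniline absorbance at 405 nm, read at 0 and 120 min / Replication: singlicate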
proCasp3 act = activators of human procaspase-3; activation, % at 8.5 µM; AID 463141; recombinant procaspase-3 D3A, Ac-DEVD-pNA absorbance 405 nm; P42574; 0.11% of 330,000 active;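 active = activation above the mean of all tested compounds plus 3 SD, cut at about 21% in these data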;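 note: 0% = DMSO alone and 100% = DMSO wells spiked with extra 5 µM PC-3 D3A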
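Assay system – Procaspase-3 D3A mutant, all three cleavage aspartates alanine · Controls – DMSO-only low control, 5 µM PC-3 D3A high control · Schedule – 1 h compound preincubation, 2 h substrate hydrolysis at 25 °C · Signal – 405 nm absorbance of p-nitroaniline, reads at 0 and 120 min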
TPT1 inh = C. albicans TPT1 enzyme inhibition. recombinant caTPT1, FP RNA substrate dephosphorylation. AID 1962. 0.81% of 300,000 active. inhibition, % at 5 µM;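 active = inhibition above the mean of all tested compounds plus 3 SD, set per screening campaign, cut at about 24% in these data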;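 note: plate controls were DMSO alone for no effect and ferristatin control at 100 nM for full effect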
GASC-1 inh = inhibitors of human GASC-1 (JMJD2C) demethylase | Q9H3R0 | GST-JMJD2C(1-420) H3K9me3 demethylation, DELFIA europium | inhibition, % at 2.35 µM | 0.069% of 330,000 active;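 active = more than half of a compound's replicate wells show inhibition beyond 50%, single wells judged on their own value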;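 note: signal counts dimethyl H3K9 product captured on neutravidin plate; 0% = median of DMSO wells and 100% = 0.3 times that DMSO median; strong numbers were not always called active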
Target sequence (Q9H3R0 1-420 limits assumed): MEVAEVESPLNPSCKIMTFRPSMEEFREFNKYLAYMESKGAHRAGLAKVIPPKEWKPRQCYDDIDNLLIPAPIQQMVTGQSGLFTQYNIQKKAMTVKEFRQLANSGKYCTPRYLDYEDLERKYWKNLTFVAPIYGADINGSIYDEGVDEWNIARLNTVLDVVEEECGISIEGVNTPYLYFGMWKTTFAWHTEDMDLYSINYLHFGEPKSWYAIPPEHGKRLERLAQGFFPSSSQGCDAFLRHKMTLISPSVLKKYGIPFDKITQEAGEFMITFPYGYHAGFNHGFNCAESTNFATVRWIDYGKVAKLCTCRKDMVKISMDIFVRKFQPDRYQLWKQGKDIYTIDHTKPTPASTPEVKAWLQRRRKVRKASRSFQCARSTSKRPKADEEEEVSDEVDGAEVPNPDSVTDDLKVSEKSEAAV
HCV core dimer = blocks dimerization of HCV core protein; TR-FRET GST/Flag-core106 dimerization, 1536-well; inhibition, % at 5 µM; 0.33% of 300,000 active;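 active = inhibition above the mean of all tested compounds plus 3 SD, set per screening campaign, cut at about 45% in these data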
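Assay system: tagged HCV core106 pair (GST and Flag); medium: KF-containing HEPES buffer, pH 7.45, DTT, CHAPS, BSA; also added: Eu donor and XL665 acceptor anti-tag antibodies; dosing: 5 µM single dose; timing: compound-protein-antibody incubation 4 h at 22.5 °C; signal: TR-FRET 671 and 617 nm emission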
Starred values were filed as active, the others as inactive; · = no result given; & = joins results of further samples.

Compound	PP1 inh	Efflux pump inh	PP5 inh	Fh CTSL1 inh	proCasp7 act	proCasp3 act	TPT1 inh	GASC-1 inh	HCV core dimer
O=C(COC(=O)/C=C/c1ccccc1)NNC(=O)c1ccc([N+](=O)[O-])cc1	0.7	-0.1	2.0	-11.4	5.8	1.1	-0.9	1.2	0.0
O=C(O)CC(C(=O)O)n1nc(-c2ccccc2)cc1-c1ccccc1 (stereo unspecified)	-1.7	-0.1	-1.0	0.1	2.5	-2.1	-8.9	11.1	-0.5
O=C1COc2ccc(S(=O)(=O)N3CCCC3)cc2N1	0.2	0.2	1.1	1.0	4.0	-0.2	-2.5	-2.4	1.3
COc1ccc(OC)c(/C=N\NC(=O)c2c(C)nc3cc(C)ccn23)c1	-4.4	0.0	-0.7	3.2	-15.9	-19.3	-0.6	-0.5	5.7
COC(=O)c1c(N)nc(C)n1-c1ccc(OC)cc1	-2.3	0.0	-0.4	0.4	-1.6	8.6	1.6	-7.1	-0.7
COc1ccc(Br)cc1/C=N/N1C(=O)CSC1=S	4.5	-0.1	5.0	1.3	-12.9	-11.5	7.5	6.6	5.8
CC(=O)Nc1cccc(CP(=O)(c2ccccc2)c2ccccc2)c1	-1.8	-0.2	-0.3	-5.7	3.2	-5.0	-1.2	-42.5	-3.5
NC(=O)COC(=O)c1ccc(-c2ccccc2)cc1	-4.1	0.0	-0.5	1.2	17.1	-1.2	-0.1	-4.6	-1.0
O=C(CC1SC(=O)N(Cc2ccc(Cl)cc2)C1=O)Nc1nccs1 (stereo unspecified)	3.2	0.0	0.5	0.7	-1.4	0.0	-0.7	2.6	-3.0
Cc1cccc(Oc2ncnc3oc(-c4ccccc4)cc23)c1C	6.3	-0.2	2.4	-2.5	12.2	4.4	1.0	6.4	1.4
O=C(CCCSc1nc2ccccc2[nH]1)NCc1ccccc1	-2.4	-0.2	0.1	3.3	-2.5	-10.5	1.0	-11.4	5.8
Cc1cccc(CN2C(=O)/C(=C\c3ccc(C(=O)NCCCN4CCN(C)CC4)cc3)Oc3ccccc32)c1	3.4	0.1	4.4	4.4	3.4	5.9	0.4	7.7	-11.4
Cc1ccccc1N1CC(=O)Nc2c(oc3nc(-c4ccccc4)cc(C)c23)C1=O	-1.9	-0.2	0.5	-0.1	-1.2	-10.5	-0.8	2.7	5.4
CN(C)/C=C/C(=O)c1ccc([N+](=O)[O-])c(CS(=O)(=O)c2ccc(Cl)cc2)c1	3.1	0.1	-0.5	5.3	-11.7	-7.9	-1.5	-11.1	-6.8
Cc1ccc(NC(=O)COC(=O)C2=COCCO2)c([N+](=O)[O-])c1	-4.4	0.1	-0.2	0.7	0.9	4.7	-0.5	9.9	3.7
CC(=O)c1c(C)[nH]c(C(=O)Nc2ccc(C)c(S(=O)(=O)Nc3ccc(C)cc3C)c2)c1C	0.1	0.1	4.6	0.6	6.0	-7.8	4.2	-8.4	4.1
CC(NC(=O)c1cc(-c2ccncc2)nc2ccc(Cl)cc12)C1CCCO1 (stereo unspecified)	1.5	0.1	2.8	-1.8	1.2	3.2	6.5	10.7	-5.4
CCOc1ccc(C2=CSC3=NCCN23)cc1Cl	1.2	0.4	5.9	-3.9	-14.4	3.1	1.1	1.3	3.4
CCOc1ccccc1C(=O)NCC(=O)NCC(c1ccco1)N1CCCCC1 (stereo unspecified)	5.5	0.1	0.9	2.8	8.6	6.3	-0.5	-4.5	6.1
COc1ccc2c(c1)C1OCCC1C(c1ccco1)N2 (stereo unspecified)	0.3	-0.1	-1.9	0.4	6.3	-1.3	-3.7	4.0	-1.1
COc1ccccc1N1CCN(C(=O)c2cc(=O)c3ccc(C)cc3o2)CC1	1.6	0.1	1.5	1.2	-9.1	-0.5	0.4	-4.9	8.7
Cc1nn(Cc2ccccc2)c(C)c1C(=O)NCCN1C(=O)S/C(=C\c2ccc(F)cc2)C1=O	-9.8	0.1	-0.1	5.0	-6.4	-5.5	-4.8	5.9	4.1
CC(=O)Nc1ccc2c(c1)C(=O)N(c1ccc(C)cc1)C2=O	-4.3	0.0	-1.4	2.1	-3.5	9.3	-6.2	-23.1	2.6
CN(C)c1nc2c(c(=O)[nH]c(=O)n2C)n1Cc1ccccc1Br	-6.9	-0.1	2.9	4.1	-1.8	7.1	1.9	-15.8	-4.3
O=C(COc1ccc(Br)cc1CNC1CCCCC1)NCCc1ccccc1	-3.0	0.0	-2.2	-1.4	3.9	-0.8	-0.9	3.3	-1.0
O=C(O)/C=C/C(=O)NCC1CCC(CNC(=O)/C=C/C(=O)O)CC1 (stereo unspecified)	-0.9	-0.2	1.0	2.1	-21.7	-15.8	2.3	41.0	-9.5
Cc1nn(CC(=O)Nc2ccccn2)c(=O)c2ccccc12	1.1	-0.2	0.5	10.1	-8.9	4.3	-4.3	·	6.6
CC(C)N(C(=O)COC(=O)[C@H](C)NC(N)=O)c1ccccc1	-3.6	-0.2	-0.3	1.4	4.0	2.0	-1.2	-1.1	-1.2
CCOC(=O)NC(CC(=O)O)c1ccc(OC)c(OC)c1 (stereo unspecified)	-3.7	0.1	-1.9	-3.2	0.5	2.0	4.8	-2.3	0.1
COc1ccc(S(=O)(=O)N2CCOCC2)cc1NC(=O)COc1ccccc1OC	3.0	0.0	2.8	-1.6	-0.1	3.8	0.4	5.3	2.0
CC1CCCC(NC(=O)CSc2nccn2C)C1C (stereo unspecified)	1.4	0.1	2.2	-3.1	-0.8	0.4	-2.5	-4.4	2.5
O=c1c(Br)c(N2CCCC2)cnn1-c1ccccc1	-0.2	-0.2	3.6	1.0	3.2	4.9	-3.0	-3.6	-0.4
Cc1ccccc1OCC(O)CN(Cc1ccccc1O)C1CCCCC1 (stereo unspecified)	1.6	0.1	0.6	4.1	-8.0	4.4	-2.6	-21.9	2.6
CSc1nc(=O)n2cc(C)ccc2n1	2.2	0.0	0.6	-2.3	2.0	9.6	-1.5	-6.9	9.9
COc1cccc(C(c2ccccc2)N2C3CCC2CN(S(=O)(=O)c2ccc(F)cc2)CC3)c1 (stereo unspecified)	1.0	0.1	0.5	-8.1	5.5	0.6	-4.4	-2.2	0.7
COc1ccccc1C(=O)N/C(=C\c1cn(S(=O)(=O)N(C)C)c2ccccc12)C(=O)N1CCCC1	0.3	0.0	3.0	3.2	7.8	1.3	-0.8	1.2	14.1
S=C1N(c2ccccc2)C(c2cccc3ccccc23)N2CCCN12 (stereo unspecified)	-5.1	0.0	0.8	-1.5	17.5	3.4	-6.5	-4.9	1.0
O=C(N/N=C\c1cccnc1)c1ccccc1O	-0.8	0.2	2.5	4.3	7.7	3.6	-0.8	-7.2	-13.9
O=C(COC(=O)CCC(=O)c1ccc(Cl)cc1)NCc1ccc(F)cc1	·	0.1	·	·	16.1	5.4	·	6.4	·
NC(=O)CC(NC(=O)c1cccc(Br)c1)c1ccc(NC2CCCCCCC2)c([N+](=O)[O-])c1 (stereo unspecified)	8.9	0.0	2.4	-3.7	-8.4	4.7	0.6	-1.2	15.1

3 compounds out of the list above, sorted by their value in TPT1 inh, falling.
Molecule | Efflux pump inh | PP5 inh | proCasp3 act | TPT1 inh | GASC-1 inh | HCV core dimer
O=C(O)/C=C/C(=O)NCC1CCC(CNC(=O)/C=C/C(=O)O)CC1 (stereo unspecified) | -0.2 | 1.0 | -15.8 | 2.3 | 41.0 | -9.5
CN(C)c1nc2c(c(=O)[nH]c(=O)n2C)n1Cc1ccccc1Br | -0.1 | 2.9 | 7.1 | 1.9 | -15.8 | -4.3
O=C(COc1ccc(Br)cc1CNC1CCCCC1)NCCc1ccccc1 | 0.0 | -2.2 | -0.8 | -0.9 | 3.3 | -1.0

Further structures follow.
Compound	PP1 inh	Efflux pump inh	PP5 inh	Fh CTSL1 inh	proCasp7 act	proCasp3 act	TPT1 inh	GASC-1 inh	HCV core dimer
Cc1ccc2c(c1)N(CC(=O)N1CCN(c3ccccc3)CC1)C(=O)C(C)O2 (stereo unspecified)	-3.4	0.3	0.8	0.2	-3.9	-4.6	-0.3	0.5	0.6
CCCCN(CC)C(=O)C1CCC(=O)N(c2ccc(OC)cc2)C1c1ccc(OC)c(OC)c1 (stereo unspecified)	-2.9	-0.3	-1.5	0.6	-0.8	-3.5	-3.8	-4.1	2.3
Nc1c(C(=O)OCC(=O)Nc2ccc(OC(F)F)cc2)[nH]c(=O)[nH]c1=O	2.8	-0.2	4.0	·	-21.3	12.1	·	3.7	·
CN(c1ccc(C(=O)N2CCCCC2)cc1)S(=O)(=O)c1ccccc1	-4.5	-0.1	-8.2	4.0	-3.2	-4.8	-5.6	-2.8	2.6
O=c1c2ccccc2cnn1Cc1ccc(Cl)c(Cl)c1	2.4	0.0	0.9	1.0	6.5	2.4	-0.6	3.7	9.1
CCCOc1ccc(C(=O)CCCC(=O)c2ccc(OCCC)cc2)cc1	-5.0	0.1	3.5	0.3	3.6	-3.6	-0.6	2.7	-2.6
CCN(CC)c1ccc([N+](=O)[O-])cc1C(=O)N1CCOCC1	-2.8	0.2	2.6	2.3	7.5	-6.6	1.5	2.6	-3.7
COc1ccc(C)cc1NC(=O)NNC(=O)C(C)Oc1ccc([N+](=O)[O-])cc1 (stereo unspecified)	-5.1	0.0	0.7	1.1	-4.2	-0.8	-2.6	0.5	0.6
Cc1[nH]nc(N=Cc2c(O)n(C)c(=O)n(C)c2=O)c1-c1ccccc1	-1.1	0.1	1.4	-0.7	12.8	0.0	-2.4	7.4	-3.5
CC(OC(=O)c1ccco1)C(=O)Nc1ccc(C(F)(F)F)cc1 (stereo unspecified)	-3.4	0.0	2.3	·	-7.5	7.4	·	-7.3	·
Cc1ccc2nc(-c3cccc(Br)c3)cc(C(=O)NC3=NCCS3)c2c1	5.1	0.1	-0.5	1.1	-5.4	-1.8	-1.3	-12.0	6.8
CCOc1ccc2ccccc2c1/C=N/NC(=O)CNC(=O)C(c1ccccc1)c1ccccc1	9.8	0.3	2.6	1.2	5.6	8.8	-3.2	-9.5	29.0
Cn1nnc(C(O)CNCc2ccc(Cl)cc2)n1 (stereo unspecified)	-2.0	0.8	1.1	1.5	0.8	9.9	0.2	31.0	-2.0
CC1(C)Cc2c(C#N)c(N)sc(=S)c2CS1	3.1	0.0	0.6	0.6	-22.4	-25.3	-19.6	-2.7	8.9
Cc1cc2cc(CN(Cc3cccs3)Cc3nnnn3CC3CCCO3)c(=O)[nH]c2cc1C (stereo unspecified)	1.7	0.0	1.9	4.2	9.4	8.9	-3.4	3.4&-5.0	2.2
CC(C)C(=O)N1CCC(n2nccc2NC(=O)CCc2ccccc2)CC1	-5.3	-0.1	1.4	1.5	-8.0	-2.4	-0.1	-22.5	-1.4
